Compound activity deposited in PubChem BioAssay by The Scripps Research Institute Molecular Screening Center.
procasp3 activ – activators of human procaspase-3 D3A mutant, primary screen, biochemical, absorbance, PC-3 D3A mutant, single concentration. Caspase-3 (Homo sapiens), P42574. recombinant procaspase-3 D3A, Ac-DEVD-pNA absorbance 405 nm. activation, % at 8.5 µM. 0.11% of 330,000 active;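 active = activation above the mean of all tested compounds plus 3 SD, cut at about 21% in these data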;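 note: 0% = DMSO alone and 100% = DMSO wells spiked with extra 5 µM PC-3 D3A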
Target sequence (P42574 whole entry D9A/D28A/D175A): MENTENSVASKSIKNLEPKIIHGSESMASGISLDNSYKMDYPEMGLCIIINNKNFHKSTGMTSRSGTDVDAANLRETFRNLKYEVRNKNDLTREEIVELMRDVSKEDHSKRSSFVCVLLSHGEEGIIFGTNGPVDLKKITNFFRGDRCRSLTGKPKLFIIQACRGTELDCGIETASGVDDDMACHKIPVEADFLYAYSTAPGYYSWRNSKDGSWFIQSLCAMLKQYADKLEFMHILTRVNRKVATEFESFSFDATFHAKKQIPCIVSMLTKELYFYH
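Compound: 8.5 µM single point, 0.8% DMSO / Material: Autoprocessing-dead procaspase-3 D3A mutant enzyme / Timing: 1 h preincubation plus 2 h reaction at 25 °C / Medium: Zinc-free HEPES/NaCl buffer with 0.01% Triton X-100 at pH 7.4 / Technique: 405 nm absorbance of p-nitroaniline, reads at 0 and 120 min / Repeats: one well per compound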
procasp7 counter – procaspase-7 activators, primary screen, counter-screen for procaspase-3 activator project, biochemical, absorbance, HTS, human | recombinant procaspase-7, Ac-DEVD-pNA absorbance 405 nm; D23A/D198A/D206A triple mutant, cannot self-cleave; scale: DMSO 0, 5 µM enzyme 100 | activation, % at 8.5 µM | 0.093% of 330,000 active | AID 463210, 2010;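 active = percent activation above the screen-wide mean plus 3 SD, cut at about 25% in these data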
Target sequence (P55210 whole entry D23A/D198A/D206A): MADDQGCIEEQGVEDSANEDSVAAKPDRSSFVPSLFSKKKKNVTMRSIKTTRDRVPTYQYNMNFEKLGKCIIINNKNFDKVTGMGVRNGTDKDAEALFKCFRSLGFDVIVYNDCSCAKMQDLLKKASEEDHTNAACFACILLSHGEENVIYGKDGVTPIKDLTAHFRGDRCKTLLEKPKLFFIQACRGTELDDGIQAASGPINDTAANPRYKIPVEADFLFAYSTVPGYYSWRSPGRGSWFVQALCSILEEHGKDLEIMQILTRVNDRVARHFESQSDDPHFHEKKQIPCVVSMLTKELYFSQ
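Assay system: Uncleavable procaspase-7 mutant enzyme / Input: 2 µM procaspase-7 mutant as dispensed / Dosing: single nominal 8.5 µM compound dose, 0.8% DMSO final / Timing: 1 h enzyme–compound preincubation and 2 h substrate reaction, both 25 °C / Detection: p-Nitroaniline absorbance at 405 nm, read at 0 and 120 min / Replication: singlicate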
CTSL1 counter – Fasciola hepatica cathepsin L1 inhibitors, primary screen, counter-screen for PFM18AAP inhibitor project, biochemical, QFRET, fluorogenic peptide substrate. recombinant F. hepatica cathepsin L1, Z-Leu-Arg-MCA fluorescence. inhibition, % at 5.96 µM. AID 1906, 2009. 0.49% of 300,000 active;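 active = inhibition above the mean of all tested compounds plus 3 SD, set per screening campaign, cut at about 17% in these data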;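 note: 0% = plate median of test compound wells and 100% = 1 µM Z-Phe-Ala-diazomethylketone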
TPT1 inhibitor – Candida albicans TPT1 enzyme inhibitors, primary screen, biochemical, fluorescence polarization | tRNA 2'-phosphotransferase TPT1 (Candida albicans SC5314) | recombinant caTPT1, FP RNA substrate dephosphorylation | inhibition, % at 5 µM | 0.81% of 300,000 active | AID 1962, 2009;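 active = inhibition above the mean of all tested compounds plus 3 SD, set per screening campaign, cut at about 24% in these data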;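 note: plate controls were DMSO alone for no effect and ferristatin control at 100 nM for full effect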
AHR act – AHR activators, primary screen, cell-based, luminescence, luciferase reporter, human; AHR-responsive luciferase reporter cells; 2.5% of 320,000 active; activation, % at 5 µM; Aryl hydrocarbon receptor (Homo sapiens), P35869; in the data active = activation above about 47%;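 note: 0% = vehicle wells and 100% = reference agonist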
PP1 inh – PP1-alpha phosphatase inhibitors, primary screen, counter-screen for PP5 inhibitor project, biochemical, fluorescence, OMFP substrate, single point | Serine/threonine-protein phosphatase PP1-alpha catalytic subunit (Homo sapiens), P62136 | purified PP1alpha | inhibition, % at 6.7 µM | 0.9% of 320,000 active | AID 2235, 2010;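 active = inhibition above the mean inhibition of all tested compounds plus 3 SD, computed separately for each screening campaign, cut at about 15% in these data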
PAFAH2 FP inh – PAFAH2 enzyme inhibitors, primary screen, biochemical, fluorescence polarization, human; inhibition, % at 3.39 µM; 0.99% of 340,000 active; recombinant PAFAH2, FP-rhodamine activity probe; AID 492956, 2010; Platelet-activating factor acetylhydrolase 2, cytoplasmic (Homo sapiens), Q99487;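 active = inhibition above the mean over all tested compounds plus 3 SD, cut at about 30% in these data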;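 note: inhibitors block probe labeling of enzyme so polarization drops; 0% = enzyme with DMSO and 100% = wells lacking PAFAH2 protein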
core dimer inh – inhibitors of HCV core protein dimerization, primary screen, biochemical, TR-FRET, high-throughput | TR-FRET GST/Flag-core106 dimerization, 1536-well | inhibition, % at 5 µM | 0.33% of 300,000 active;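 active = inhibition above the mean of all tested compounds plus 3 SD, set per screening campaign, cut at about 45% in these data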
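Assay system – GST-tagged and Flag-tagged HCV core protein residues 1-106 · Quantity – core106 proteins, GST 13.5 nM and Flag 17 nM · Benchmarks – unlabelled core106 and no-GST-core106 wells · Read-out basis – percent inhibition of core106 dimerization signal · Detection – time-resolved FRET, ex 340 nm, em 617 and 671 nm · Schedule – 4 h at 22.5 °C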
PP5 inh – PP5 phosphatase inhibitors, primary screen, biochemical, fluorescence; Serine/threonine-protein phosphatase 5 (Homo sapiens), P53041; purified PP5c, OMFP substrate fluorescence; inhibition, % at 6.7 µM; 0.18% of 320,000 active; AID 1987, 2009;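 active = inhibition above the campaign's mean inhibition across all tested compounds plus 3 SD, cut at about 9.5% in these data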;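 note: 0% = DMSO only and 100% = 100 µM cantharidin control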
Target sequence (P53041 whole entry, looked up): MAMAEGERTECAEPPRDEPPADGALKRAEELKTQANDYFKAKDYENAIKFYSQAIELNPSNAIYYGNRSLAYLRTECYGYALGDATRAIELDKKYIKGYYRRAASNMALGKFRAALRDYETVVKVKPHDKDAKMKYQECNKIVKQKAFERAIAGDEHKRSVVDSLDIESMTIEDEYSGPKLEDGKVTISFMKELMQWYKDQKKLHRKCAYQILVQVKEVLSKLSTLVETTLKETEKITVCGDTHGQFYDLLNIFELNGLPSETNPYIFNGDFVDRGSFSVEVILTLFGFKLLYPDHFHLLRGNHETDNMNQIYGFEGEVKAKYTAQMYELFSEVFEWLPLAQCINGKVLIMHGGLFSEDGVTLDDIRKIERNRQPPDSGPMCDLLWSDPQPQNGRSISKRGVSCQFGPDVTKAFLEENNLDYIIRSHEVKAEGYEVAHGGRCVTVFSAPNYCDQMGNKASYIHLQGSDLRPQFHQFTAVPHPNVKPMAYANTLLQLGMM
An asterisk follows results filed as active; / = no result given.

SMILES | procasp3 activ | procasp7 counter | CTSL1 counter | TPT1 inhibitor | AHR act | PP1 inh | PAFAH2 FP inh | core dimer inh | PP5 inh
COc1ccc(-c2ccc(CCC(=O)O)n2Cc2ccco2)cc1 | -4.7 | -1.6 | -0.7 | 3.8 | 2.6 | -3.3 | 7.5 | -0.7 | 0.6
CCN1C(=O)CCCc2ccccc21 | 3.1 | 4.1 | 1.9 | 2.9 | 0.7 | -0.1 | 4.2 | -1.1 | 1.1
COc1cccc(Oc2c(C)oc3c(CN4CCCCC4)c(O)ccc3c2=O)c1 | -0.4 | -3.5 | 3.6 | 0.6 | 0.7 | -1.3 | -5.2 | 5.7 | 1.8
CCOC(=O)N1CCN(c2ncnc3scc(-c4ccc(Cl)cc4)c23)CC1 | 9.8 | -5.5 | 3.7 | 4.9 | 0.8 | 1.6 | 1.3 | 7.2 | 2.5
CSc1ccc(-c2nc(CSCC(=O)NC3CC3)c(C)o2)cc1 | 5.6 | 2.0 | 0.6 | 5.1 | -7.9 | -1.7 | -4.9 | 2.6 | 1.6
O=[N+]([O-])c1cccc(-c2ccc(CN3CCCCC3)o2)c1 | 0.2 | -0.8 | 0.6 | 0.9 | -0.5 | 1.4 | 2.3 | -10.6 | 1.9
CCCNS(=O)(=O)c1cccc2cccnc12 | 0.4 | 9.7 | -3.4 | -2.5 | 0.1 | -6.5 | -4.2 | -1.8 | -0.7
COC(=O)[C@@]12CCCCN1[C@H](c1ccc(SC3CCCCC3)cc1)[C@@H]1C(=O)N(C)C(=O)[C@@H]12 | 3.9 | -6.5 | 1.2 | -3.9 | -1.6 | 0.3 | -11.5 | -0.8 | 1.6
C/C(=N/NC(=O)CNS(=O)(=O)c1ccc(C)cc1)c1cccc([N+](=O)[O-])c1 | 2.8 | 5.8 | -0.1 | 0.0 | 11.4 | 0.2 | 6.4 | -5.3 | 2.7
CCOC(=O)COc1ccc(N)cc1CC(NC(C)=O)(C(=O)OCC)C(=O)OCC | 1.7 | 10.4 | -1.2 | 2.3 | 4.8 | -1.4 | -3.3 | 0.6 | -1.6
Cc1oc2nc(SCC(=O)NCc3cccnc3)nc(N)c2c1C | 1.9 | -1.8 | 1.4 | -3.5 | 3.1 | -3.4 | -4.2 | -4.2 | -0.8
Cc1ccc2[nH]c3c(N4CCc5ccccc5C4)ncnc3c2c1 | -0.1 | -0.5 | 4.4 | 1.6 | 15.4 | 5.0 | 6.3 | -2.3 | 1.4
Cc1ccccc1SCC(=O)OCC(=O)NCCNC(=O)COC(=O)CSc1ccccc1C | 7.5 | 2.3 | -17.8 | -0.6 | 0.0 | -0.8 | 1.6 | -2.6 | 2.7
Cc1ccc(NC(=O)c2cc(N3C(=O)CCC3=O)ccc2N2CCOCC2)cc1 | 1.8 | 4.8 | -3.2 | -1.1 | 3.7 | -8.8 | -1.7 | 4.6 | 3.3
CCCOc1cccc(C2/C(=C(\O)c3ccc4c(c3)OCCO4)C(=O)C(=O)N2CCCn2ccnc2)c1 (stereo not drawn) | 5.8 | -23.0 | 0.5 | -3.8 | 0.4 | -0.5 | -4.2 | -9.6 | 0.3
Cc1c(Br)c([N+](=O)[O-])nn1CC(=O)c1ccccc1 | 1.2 | 11.9 | 1.3 | 1.0 | 4.0 | 0.4 | 4.7 | -4.9 | -0.8
O=C(Nc1c(-c2cccs2)nc2ccccn12)c1ccccc1F | -8.0 | 5.1 | -0.2 | 0.1 | 8.7 | 1.2 | 2.5 | -5.2 | -0.3
COc1ccc(-n2ccnc(SCC(=O)NCc3ccccc3Cl)c2=O)cc1 | -19.1 | -23.5 | 2.5 | 1.3 | 4.2 | -0.9 | -8.7 | -16.8 | 0.3
CC(C)(C)C(=O)Cn1ncc(N2CCCC2)c(Br)c1=O | 0.3 | -3.3 | -5.5 | -6.5 | 42.4 | -2.0 | -9.1 | -2.5 | 2.5
C=CCNC(=O)CSc1nnc(-c2ccccc2Cl)n1-c1c(C)n(C)n(-c2ccccc2)c1=O | 3.6 | -8.8 | 0.5 | -1.6 | -1.5 | 1.9 | 7.0 | -1.8 | -1.0
COC(=O)c1sc(-c2ccc(C(C)(C)C)cc2)cc1NC(=O)CCC(=O)O | -12.3 | -2.4 | -1.1 | -0.6 | -4.8 | 4.1 | / | 18.1 | 4.5
CCCCCCCCCOC(=O)C(CC(=O)O)N1CCOCC1 (stereo not drawn) | -2.5 | -0.7 | 0.3 | -0.3 | -1.8 | -0.5 | 8.8 | 0.0 | -0.7
COc1ccc(OC)c(NC(=O)CCN2CCCCCC2)c1 | 0.5 | -10.9 | -2.4 | -1.2 | 10.8 | 4.7 | -2.7 | 4.1 | -1.8
CCN1/C(=C\C(C)=O)Sc2ccc(OC)cc21 | -7.9 | 2.8 | 0.5 | 0.0 | 1.9 | 1.8 | 2.3 | -7.1 | 1.8
CCC(CC)C(=O)Nc1cc(C(=O)OC)cc(C(=O)OC)c1 | 4.9 | 6.6 | 3.5 | -4.6 | -2.0 | -6.9 | 22.2 | -14.4 | 3.4

Complete entries from above. Order of screens: procasp3 activ, procasp7 counter, CTSL1 counter, TPT1 inhibitor, AHR act, PP1 inh, PAFAH2 FP inh, core dimer inh, PP5 inh
Record of CCN1C(=O)CCCc2ccccc21 = 3.1, 4.1, 1.9, 2.9, 0.7, -0.1, 4.2, -1.1, 1.1
Record of COC(=O)c1sc(-c2ccc(C(C)(C)C)cc2)cc1NC(=O)CCC(=O)O = -12.3, -2.4, -1.1, -0.6, -4.8, 4.1, /, 18.1, 4.5
Record of COc1cccc(Oc2c(C)oc3c(CN4CCCCC4)c(O)ccc3c2=O)c1 = -0.4, -3.5, 3.6, 0.6, 0.7, -1.3, -5.2, 5.7, 1.8

Following part:
SMILES | procasp3 activ | procasp7 counter | CTSL1 counter | TPT1 inhibitor | AHR act | PP1 inh | PAFAH2 FP inh | core dimer inh | PP5 inh
Cc1[nH]n(-c2ccccc2)c(=O)c1/C=N/n1c(C)nc2ccccc2c1=O | -9.2 | 10.2 | 5.8 | 3.0 | 14.3 | 0.2 | -1.0 | -5.2 | 6.0
O=C(NCc1ccco1)c1sc2cc(F)ccc2c1Cl | 2.4 | -0.8 | 1.3 | -0.6 | -2.4 | -3.7 | 7.4 | -4.6 | 4.4
Cc1nc2c(Cl)cccc2c2c1CC(CBr)O2 (stereo not drawn) | 6.9 | -5.7 | 2.5 | 1.9 | 5.2 | -1.7 | -0.8 | -2.0 | 1.0
COc1ccc(CNC(=O)c2c(-c3c(F)cccc3Cl)noc2C)cc1 | 3.6 | 0.7 | -2.7 | -0.2 | 3.6 | -1.7 | 10.6 | 2.2 | 2.8
O=C(NC1CCCCCC1)c1cc(=O)[nH]c2ccc(S(=O)(=O)N3CCOCC3)cc12 | 0.2 | 7.9 | 2.0 | 2.5 | 2.4 | -5.6 | 15.3 | -2.5 | 2.6
Cc1nnnn1/C(=C\c1ccccc1)C(=O)OCC(=O)N(C)C1CCS(=O)(=O)C1 (stereo not drawn) | 0.9 | -4.5 | 1.2 | 2.5 | -0.4 | -4.0 | 2.9 | -0.1 | 0.2
COCCCNC(=O)CSC1=Nc2ccccc2C2=NC(CC(=O)NCc3ccccc3)C(=O)N12 (stereo not drawn) | 2.9 | -2.8 | -1.2 | -2.6 | 4.2 | 2.0 | 1.1 | 8.1 | 0.2
CC1(OC(=O)C2CCCC2)C(=O)C=C2C=C(c3ccsc3)N(C(CO)CO)C=C2C1=O (stereo not drawn) | -5.2 | -1.4 | 4.3 | 0.2 | 2.1 | -0.7 | -4.3 | -0.3 | 4.7
O=C(Nc1ccc([N+](=O)[O-])cc1)N1CCCCCC1 | -6.3 | 8.4 | 3.0 | 0.3 | 0.1 | -1.3 | -2.4 | -1.1 | 1.6
O=C(COc1ccc2c3c(c(=O)oc2c1)CCC3)NCC1CCC(C(=O)O)CC1 (stereo not drawn) | 9.7 | -7.8 | 0.2 | 2.7 | -1.1 | -1.6 | 1.3 | -1.0 | -0.5
COc1ccc(NC(=O)c2cccc(N3C(=O)C4C5C=CC(C5)C4C3=O)c2)cc1Cl (stereo not drawn) | -2.9 | 6.3 | -3.0 | 1.2 | 15.3 | -2.1 | -1.7 | 5.0 | -2.4
CC(C)c1csc(CN2CCN(Cc3ccccc3)C(CCO)C2)n1 (stereo not drawn) | 6.6 | 9.8 | -2.7 | -1.9 | 0.5 | 1.3 | 7.2 | 7.6 | 3.0
O=C(O)c1ccc(S(=O)(=O)N(Cc2ccccc2)Cc2ccccc2)cc1 | -9.0 | 19.2 | 4.4 | -1.4 | 0.5 | -2.5 | 2.4 | 11.2 | -2.9
COc1ccc(NC(=O)c2ccccc2SC)c(OC)c1 | 0.3 | 0.8 | -4.6 | -1.6 | -2.2 | -7.2 | 14.6 | -3.3 | -0.2
CC1(C)Cc2[nH]c(=O)c(C#N)cc2CS1 | 2.1 | -2.4 | 2.3 | 0.4 | 3.1 | -2.5 | 0.1 | -1.2 | 1.7
Nc1ccnn1-c1ccccc1 | -6.8 | 4.1 | -3.9 | -1.3 | 5.8 | -10.0 | -2.1 | 1.0 | 0.9
C=COCCNC(=S)N1CCOCCOCCN(C(=S)NCCOC=C)CCOCCOCC1 | 5.1 | -0.6 | -1.0 | 0.1 | -0.6 | 5.1 | -7.6 | 4.6 | 0.1
Cc1cc(C(=O)COC(=O)c2ccc(Br)o2)c(C)n1C | -0.7 | -3.8 | -8.3 | -2.1 | 0.2 | 0.6 | 9.4 | 0.9 | 0.7
CCNS(=O)(=O)c1ccc(NC(=O)Nc2cccc(OC)c2)cc1 | -6.3 | 1.1 | -0.4 | 2.7 | 9.3 | 1.1 | -6.4 | 0.5 | 1.2
O=C(NNS(=O)(=O)c1ccccc1[N+](=O)[O-])c1ccccc1[N+](=O)[O-] | -3.7 | -2.3 | -1.8 | -0.7 | 2.5 | -3.8 | 1.2 | 6.7 | -1.5
OCCCNC(=S)Nc1ccc2nccnc2c1 | -9.7 | -4.2 | 6.2 | 1.9 | 1.4 | -1.0 | 5.4 | -5.5 | 1.9
CCOc1ccc(NS(=O)(=O)c2ccc3[nH]c(=O)oc3c2)cc1 | 4.9 | 9.2 | -0.9 | -0.3 | 0.2 | 1.9 | 5.3 | -8.8 | -0.1
